TcdB GH inh – TcdB glycohydrolase inhibitors, primary screen, biochemical, single point, plate reader | Toxin B (Clostridioides difficile), P18177 | TcdB glycohydrolase enzymatic assay | inhibition, % at 9.99 µM | 350,000 tested, 0.24% active | AID 652162, 2013; in the data active means inhibition above about 10%
Numbers without * were called inactive. Only part of the results is shown; rates above refer to the full screens.

Cc1noc(C)c1NC(=O)N(C)C[C@@H]1Oc2c(NS(=O)(=O)c3ccc(Cl)cc3)cccc2C(=O)N([C@@H](C)CO)C[C@@H]1C
  TcdB GH inh: 0.7

O=C(C[C@@H]1C=C[C@@H](NC(=O)Cc2cccnc2)[C@H](CO)O1)Nc1ccccc1
  TcdB GH inh: -0.4

COc1ccc(CN(C)C[C@@H]2OCCCC[C@H](C)Oc3ccc(NC(=O)CCC(F)(F)F)cc3C(=O)N([C@H](C)CO)C[C@@H]2C)cc1
  TcdB GH inh: -0.1

C[C@@H]1CN([C@H](C)CO)C(=O)c2cc(NC(=O)Nc3ccccc3)ccc2O[C@@H](C)CCCCO[C@H]1CN(C)C(=O)C1CCCCC1
  TcdB GH inh: -2.1

C[C@H]1CN([C@@H](C)CO)S(=O)(=O)c2ccc(C#CC3CCCC3)cc2O[C@@H]1CN(C)S(C)(=O)=O
  TcdB GH inh: 0.8

C[C@H](CO)N1C[C@H](C)[C@@H](CN(C)C(=O)Nc2cccc3ccccc23)OCCCC[C@H](C)Oc2ccc(NC(=O)Cc3ccccc3)cc2C1=O
  TcdB GH inh: 0.3

C[C@@H]1CN([C@H](C)CO)C(=O)c2ccccc2-c2ccccc2CO[C@H]1CN(C)S(=O)(=O)c1cn(C)cn1
  TcdB GH inh: 0.8

COc1ccc(S(=O)(=O)N(C)C[C@H]2OCCCC[C@@H](C)Oc3ccc(NS(=O)(=O)c4ccccc4)cc3C(=O)N([C@H](C)CO)C[C@H]2C)cc1
  TcdB GH inh: -0.1

Cn1cnc(CCNC(=O)[C@@H]2[C@@H](CO)[C@@H]3Cn4c(cccc4=O)[C@@H]3N2C(=O)Nc2ccccc2)c1
  TcdB GH inh: -0.4

C[C@@H]1CCCCO[C@@H](CN(C)C(=O)C2CCCCC2)[C@@H](C)CN([C@H](C)CO)C(=O)c2cc(NS(=O)(=O)c3ccccc3)ccc2O1
  TcdB GH inh: 1.1

CC(C)C#Cc1ccc2c(c1)O[C@@H](CN(C)C(=O)c1ccccn1)[C@H](C)CN([C@@H](C)CO)S2(=O)=O
  TcdB GH inh: 1.1

Cc1noc(C)c1NC(=O)N(C)C[C@@H]1Oc2c(NC(=O)c3ccc(-c4nccs4)cc3)cccc2C(=O)N([C@@H](C)CO)C[C@@H]1C
  TcdB GH inh: -2.0

C[C@H]1CN([C@@H](C)CO)C(=O)c2cccc(NC(=O)C3CCOCC3)c2O[C@@H]1CN(C)S(=O)(=O)c1cn(C)cn1
  TcdB GH inh: 0.8

COc1ccc(S(=O)(=O)Nc2ccc3c(c2)C(=O)N([C@@H](C)CO)C[C@H](C)[C@H](CN(C)S(=O)(=O)c2ccc(C)cc2)OCCCC[C@@H](C)O3)cc1
  TcdB GH inh: -0.5

C[C@H](CO)N1C[C@H](C)[C@@H](CN(C)S(=O)(=O)c2ccccc2)Oc2ccc(NC(=O)Nc3cccc4ccccc34)cc2C1=O
  TcdB GH inh: 0.8

COC(=O)[C@@H]1[C@@H](CO)[C@@H]2Cn3c(ccc(-c4ccccc4)c3=O)[C@@H]2N1CCc1ccccc1
  TcdB GH inh: -0.7

O=C(Cc1ccncc1)N1CC(=O)N2[C@H](CO)[C@H](c3ccc(-c4cccc(F)c4)cc3)[C@@H]2C1
  TcdB GH inh: -0.2

C[C@H]1CN([C@@H](C)CO)C(=O)c2cccc(NS(=O)(=O)c3ccc(F)cc3)c2O[C@H]1CN(C)Cc1ccc(C(=O)O)cc1
  TcdB GH inh: -0.1

CCC(=O)N[C@@H]1CC[C@H](CC(=O)NCc2ccccc2F)O[C@@H]1CO
  TcdB GH inh: -0.9

C[C@H]1CN([C@@H](C)CO)C(=O)c2c(c3ccccc3n2C)-c2ccccc2CO[C@@H]1CN(C)Cc1ccc2c(c1)OCO2
  TcdB GH inh: 0.7

CN(C)CCCNC(=O)C[C@H]1C=C[C@@H](NC(=O)Cc2cccnc2)[C@@H](CO)O1
  TcdB GH inh: 0.3

C[C@@H]1CN([C@@H](C)CO)C(=O)c2cc(-c3ccc(C#N)cc3)cnc2O[C@@H]1CN(C)CC1CCOCC1
  TcdB GH inh: -0.6

Cc1noc(C)c1S(=O)(=O)Nc1ccc2c(c1)C(=O)N([C@@H](C)CO)C[C@@H](C)[C@H](CN(C)S(=O)(=O)c1ccccc1)OCCCC[C@H](C)O2
  TcdB GH inh: -1.2

C[C@H](CO)N1C[C@H](C)[C@H](CN(C)C(=O)Nc2cccc3ccccc23)Oc2ncc(-c3cccc(C(F)(F)F)c3)cc2C1=O
  TcdB GH inh: 0.7

CN(C)c1ccc2c(c1)[C@H]1C[C@@H](CC(=O)NCc3ccc4c(c3)OCO4)O[C@@H](CO)[C@H]1O2
  TcdB GH inh: -30

O=C(Nc1ccccc1F)N[C@H]1C=C[C@@H](CC(=O)N2CCCCC2)O[C@H]1CO
  TcdB GH inh: -0.5

CC(=O)NC[C@@H]1[C@@H](c2ccc(-c3cccnc3)cc2)[C@@H](CO)N1C(=O)C1CC1
  TcdB GH inh: 1.4

C[C@H]1CCCCO[C@H](CN(C)C(=O)CCCN(C)C)[C@@H](C)CN([C@@H](C)CO)C(=O)c2cc(NC(=O)C3CCCCC3)ccc2O1
  TcdB GH inh: 0.5

COc1cccc(C(=O)N2C[C@H]3[C@@H](c4ccccc42)[C@@H](CO)N3C(=O)c2ccc(F)cc2)c1
  TcdB GH inh: 0.4

C[C@@H]1CN([C@@H](C)CO)C(=O)c2cc(C#CC3CCCCC3)cnc2O[C@@H]1CN(C)Cc1ccncc1
  TcdB GH inh: -0.2

CO[C@@H]1CN(C)C(=O)c2cc(NC(=O)c3cnccn3)ccc2OC[C@H](C)N(C)C[C@@H]1C
  TcdB GH inh: 1.3

C[C@@H]1CCCCO[C@@H](CN(C)C(=O)Cc2ccccc2)[C@@H](C)CN([C@H](C)CO)C(=O)c2cc(NC(=O)CCCN(C)C)ccc2O1
  TcdB GH inh: -0.2

Cc1cc(C(=O)Nc2cccc3c2O[C@@H](CN(C)C(=O)Nc2cccc4ccccc24)[C@@H](C)CN([C@@H](C)CO)C3=O)n(C)n1
  TcdB GH inh: 0.5

C[C@@H]1CN([C@H](C)CO)C(=O)c2cccc(NC(=O)Nc3ccc(C(F)(F)F)cc3)c2O[C@@H]1CN(C)Cc1ccncc1
  TcdB GH inh: -0.2

CO[C@H]1CN(C)C(=O)c2ccc(NC(=O)C3CCCC3)cc2OC[C@H](C)N(C)C[C@H]1C
  TcdB GH inh: -0.1

COc1cccc(CN2CC3(CN(C)C3)c3c([nH]c4cc(OC)ccc34)[C@H]2CO)c1
  TcdB GH inh: 1.8

COCC#Cc1ccc([C@@H]2[C@H](CO)N3CCCCN(C(=O)NC4CCCC4)C[C@@H]23)cc1
  TcdB GH inh: -0.2

C[C@H]1CN([C@@H](C)CO)C(=O)c2cc(NC(=O)CCCN(C)C)ccc2O[C@@H]1CN(C)C(=O)Nc1ccc2c(c1)OCO2
  TcdB GH inh: 0.6

COc1ccc(NC(=O)N[C@H]2CC[C@@H](CCn3cc(-c4ccc(OC)cc4)nn3)O[C@H]2CO)cc1
  TcdB GH inh: 0.4

CCNC(=O)Nc1ccc2c(c1)C(=O)N(C)[C@H]1CC[C@@H](CC(=O)N[C@H](C)c3ccccc3)O[C@H]1CO2
  TcdB GH inh: 0.7

C[C@H]1CN([C@@H](C)CO)C(=O)c2cccc(NC(=O)C3CCOCC3)c2O[C@H]1CN(C)S(=O)(=O)c1ccccc1
  TcdB GH inh: 0.4

C[C@H]1CN([C@@H](C)CO)C(=O)c2cc(NC(=O)Cc3cn(C)c4ccccc34)ccc2O[C@@H]1CN(C)Cc1ccncc1
  TcdB GH inh: -0.8

Cc1noc(C)c1NC(=O)Nc1ccc2c(c1)C(=O)N([C@H](C)CO)C[C@H](C)[C@@H](CN(C)S(=O)(=O)c1cn(C)cn1)OCCCC[C@H](C)O2
  TcdB GH inh: 0.5

O=C(NCC[C@H]1CC[C@@H](NC(=O)c2cnccn2)[C@H](CO)O1)Nc1ccc(Cl)cc1
  TcdB GH inh: -0.3

CC(C)NC(=O)N(C)C[C@H]1Oc2cc(C#CC3CC3)ccc2S(=O)(=O)N([C@H](C)CO)C[C@@H]1C
  TcdB GH inh: -1.2

COc1ccccc1C#Cc1ccc([C@@H]2[C@H]3CN(C(=O)C4CC4)CCCCN3[C@H]2CO)cc1
  TcdB GH inh: -1.2

COc1ccc(CN(C)C[C@H]2Oc3ccc(NS(=O)(=O)c4ccc(C)cc4)cc3CC(=O)N([C@H](C)CO)C[C@@H]2C)cc1
  TcdB GH inh: -0.6

COCC(=O)Nc1ccc2c(c1)OC[C@H](C)N(C(=O)c1ccncc1)C[C@@H](C)[C@H](OC)CN(C)C2=O
  TcdB GH inh: 0.7

O=C(Cc1cccnc1)N[C@H]1CC[C@@H](CCn2cc(Cc3ccccc3)nn2)O[C@@H]1CO
  TcdB GH inh: -1.1

COCC(=O)N(C)C[C@H]1Oc2cc(-c3ccc(C#N)cc3)ccc2S(=O)(=O)N([C@@H](C)CO)C[C@H]1C
  TcdB GH inh: 2.0

C[C@H](CO)N1C[C@H](C)[C@H](CN(C)Cc2ccncc2)Oc2ccc(NC(=O)C3CCCCC3)cc2C1=O
  TcdB GH inh: -0.4

CCN1[C@@H]2Cn3c(ccc(/C=C/c4ccccc4)c3=O)[C@H]1[C@@H](C(=O)NCc1ccccn1)[C@@H]2CO
  TcdB GH inh: 0.8

COCCOC(=O)N1C(=O)[C@@]2(c3ccccc31)[C@H](c1ccccc1OCCO)N1[C@H](c3ccccc3)[C@H](c3ccccc3)OC(=O)[C@H]1[C@@H]2C(=O)N1CCCCCCC1
  TcdB GH inh: -0.8

C[C@@H]1CN([C@@H](C)CO)C(=O)c2cccc(NS(C)(=O)=O)c2O[C@H]1CN(C)S(=O)(=O)c1ccccc1
  TcdB GH inh: 0.3

C[C@@H]1CN([C@@H](C)CO)C(=O)Cc2cc(NC(=O)CCCCCC(=O)Nc3ccccc3N)ccc2O[C@@H]1CN(C)Cc1ccc(Oc2ccccc2)cc1
  TcdB GH inh: -0.5

CN1C(=O)c2cc(NC(=O)c3ccc(F)cc3)ccc2OC[C@H]2O[C@H](CC(=O)O)CC[C@@H]21
  TcdB GH inh: -0.2

C[C@H]1CN([C@@H](C)CO)C(=O)Cc2cc(NS(=O)(=O)c3cn(C)cn3)ccc2O[C@@H]1CN(C)S(=O)(=O)c1cn(C)cn1
  TcdB GH inh: 0.8

CO[C@@H](CN(C)S(=O)(=O)c1ccccc1)[C@H](C)CN(Cc1ccccc1Cl)[C@@H](C)CO
  TcdB GH inh: -0.1

Cc1ccc(S(=O)(=O)Nc2ccc3c(c2)C(=O)N([C@@H](C)CO)C[C@H](C)[C@H](CN(C)S(=O)(=O)c2ccccc2)O3)cc1
  TcdB GH inh: -1.2

C/C=C/c1ccc([C@H]2[C@@H](CO)N(Cc3cccnc3)C23CN(C(=O)CC)C3)cc1
  TcdB GH inh: 0.1

CCC(=O)N1[C@H](C#N)[C@@H](c2ccccc2-c2ccccc2)[C@H]1CO
  TcdB GH inh: 0.3

COc1ccc2c3c(n(C)c2c1)[C@@H](CO)N(Cc1ccc(Cl)cc1)CC31CN(CC2CC2)C1
  TcdB GH inh: 1.2

CC(C)NC(=O)Nc1ccc2c(c1)CC(=O)N([C@@H](C)CO)C[C@H](C)[C@@H](CN(C)Cc1ccc(Cl)c(Cl)c1)O2
  TcdB GH inh: -1.5

Cc1ccc(S(=O)(=O)Nc2ccc3c(c2)C(=O)N([C@H](C)CO)C[C@@H](C)[C@@H](CN(C)C(=O)Nc2ccccc2)OCCCC[C@H](C)O3)cc1
  TcdB GH inh: 0.9

CC=Cc1ccc2n(c1=O)C[C@H]1[C@H](CO)[C@@H](C(=O)NCc3ccncc3)N(C(=O)NC3CCCC3)[C@@H]21 (mixture of isomers)
  TcdB GH inh: -0.3

COc1ccc(-c2ccc([C@H]3[C@H]4CN(C(=O)c5ccc6c(c5)OCO6)CCCCN4[C@H]3CO)cc2)cc1
  TcdB GH inh: -2.6

C[C@@H]1CN([C@@H](C)CO)C(=O)Cc2cc(NS(=O)(=O)c3ccc(Cl)cc3)ccc2O[C@H]1CN(C)Cc1ccc2c(c1)OCO2
  TcdB GH inh: 0.4

CC(C)OC(=O)N(C)C[C@H]1OCc2cn(nn2)CCCC(=O)N([C@@H](C)CO)C[C@H]1C
  TcdB GH inh: 0.1

C[C@H](CO)N1C[C@H](C)[C@H](CN(C)S(=O)(=O)c2cccs2)OCc2ccccc2-c2c(n(C)c3ccccc23)C1=O
  TcdB GH inh: -1.0

C[C@H](CO)N1C[C@H](C)[C@H](CN(C)C(=O)Nc2ccccc2F)Oc2cc(-c3cccc(C#N)c3)ccc2S1(=O)=O
  TcdB GH inh: 1.6

CC(C)NC(=O)N[C@H]1CC[C@H](CC(=O)NCc2ccc(Oc3ccccc3)cc2)O[C@H]1CO
  TcdB GH inh: -0.4

O=C(Cc1ccccc1)N1CC[C@H]2[C@H](CO)Nc3ccc(Br)cc3[C@H]21
  TcdB GH inh: -0.6

CO[C@H]1CN(C)C(=O)c2cc(NC(=O)Nc3ccccc3)ccc2OC[C@@H](C)N(C(C)=O)C[C@@H]1C
  TcdB GH inh: 1.0

O=C1CNC[C@@H]2[C@@H](c3ccc(-c4ccccc4F)cc3)[C@H](CO)N12
  TcdB GH inh: 1.1

C[C@@H]1CN([C@H](C)CO)C(=O)Cc2cc(NC(=O)c3ccncc3)ccc2O[C@@H]1CN(C)C(=O)Nc1ccc2c(c1)OCO2
  TcdB GH inh: -0.1

C[C@H]1CN([C@@H](C)CO)C(=O)c2cc(C3=CCCC3)cnc2O[C@@H]1CN(C)S(=O)(=O)c1cn(C)cn1
  TcdB GH inh: -0.6

N#Cc1cccc(-c2ccc([C@H]3[C@H](CO)N4CCCCN(C(=O)Nc5cccc(F)c5)C[C@@H]34)cc2)c1
  TcdB GH inh: 1.2

COc1ccc(CN(C)C[C@H]2Oc3c(NS(=O)(=O)c4cn(C)cn4)cccc3C(=O)N([C@H](C)CO)C[C@H]2C)cc1
  TcdB GH inh: 0.7

In a second layout: entries from further up
molecule | TcdB GH inh
C[C@H]1CN([C@@H](C)CO)C(=O)Cc2cc(NS(=O)(=O)c3cn(C)cn3)ccc2O[C@@H]1CN(C)S(=O)(=O)c1cn(C)cn1 | 0.8
Cc1ccc(S(=O)(=O)Nc2ccc3c(c2)C(=O)N([C@@H](C)CO)C[C@H](C)[C@H](CN(C)S(=O)(=O)c2ccccc2)O3)cc1 | -1.2
C[C@@H]1CN([C@H](C)CO)C(=O)Cc2cc(NC(=O)c3ccncc3)ccc2O[C@@H]1CN(C)C(=O)Nc1ccc2c(c1)OCO2 | -0.1

High-throughput results as filed in PubChem BioAssay.
